CCR6 antag: antagonists of human CCR6 receptor. inhibition, % at 20 µM. 340,000 tested, 0.49% active. CHO-K1 CCR6 PathHunter beta-arrestin, luminescence, CCL20-stimulated. P51684;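 active = compounds whose inhibition of the agonist-driven luminescence signal at 20 µM reaches about 50%, limit read from the data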;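 also: cells stimulated with CCL20 at 14 nM final; plate controls were DMSO with CCL20 for no effect and DMSO without agonist for full effect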
Jurkat NFkB inh: lowers PMA/ionomycin-induced NF-kB signal in Jurkat cells; PMA/ionomycin-induced NF-kB luciferase reporter, luminescence; inhibition, % at 4 µM; 330,000 tested, 0.53% active
SENP8 inh: inhibitors of human SENP8 protease; Q96LD8; purified SENP8, Z-RLRGG-aminoluciferin cleavage, luminescence; inhibition, % at 10 µM; 330,000 tested, 1.2% active; AID 2540
Target sequence (Q96LD8 whole entry, looked up): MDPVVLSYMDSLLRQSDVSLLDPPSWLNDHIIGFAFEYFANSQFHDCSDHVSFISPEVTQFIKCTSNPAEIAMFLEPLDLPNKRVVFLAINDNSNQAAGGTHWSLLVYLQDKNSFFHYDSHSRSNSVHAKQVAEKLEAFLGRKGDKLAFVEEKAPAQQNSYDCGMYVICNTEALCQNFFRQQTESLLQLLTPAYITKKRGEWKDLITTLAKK
EBI2 block: antagonists of human EBI2 receptor | AID 651636 | P32249 | EBI2 beta-arrestin recruitment, luminescence, 7a,25-OHC stimulated | 360,000 tested, 0.81% active | inhibition, % at 5 µM; in the data active = inhibition above about 38%;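 also: enzyme fragment complementation signal reports receptor beta-arrestin coupling in cells; 0% = agonist plus DMSO wells and 100% = wells without agonist; some results beyond the cut were filed as inactive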
Target sequence (P32249 whole entry, looked up, the tested form may be a part): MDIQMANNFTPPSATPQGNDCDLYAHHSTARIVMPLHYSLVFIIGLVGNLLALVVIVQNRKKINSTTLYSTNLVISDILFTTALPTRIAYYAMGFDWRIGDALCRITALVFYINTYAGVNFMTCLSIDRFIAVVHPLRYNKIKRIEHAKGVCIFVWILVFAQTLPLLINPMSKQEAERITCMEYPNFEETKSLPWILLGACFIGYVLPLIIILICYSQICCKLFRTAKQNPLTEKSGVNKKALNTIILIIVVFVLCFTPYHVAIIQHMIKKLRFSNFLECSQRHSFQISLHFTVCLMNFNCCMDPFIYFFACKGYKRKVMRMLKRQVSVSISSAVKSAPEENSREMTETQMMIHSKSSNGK
Apaf-1 inh: inhibitors of human Apaf-1 apoptosome; inhibition, % at 20 µM; 330,000 tested, 0.71% active; O14727; reconstituted apoptosome caspase-3 activity, DEVD-Rh110 fluorescence; active = inhibition of at least 40% at 20 µM;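 also: plate controls were DMSO wells for no effect and DEVD-CHO caspase inhibitor wells for full effect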
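Assay system: Apoptosome proteins | Medium: pH 7.5 Hepes buffer with CHAPS, BSA, DTT | Also added: Cytochrome c and DEVD-Rh110 substrate | Times: 30 min plus 50 min, RT | Detection: Rhodamine 110 fluorescence at Ex 480/Em 540 nm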
697 NFkB inh: inhibitors of the PMA/ionomycin-induced NF-kB reporter in 697 B cells. 697 B-cell NF-kB luciferase reporter, 16 h. inhibition, % at 4 µM. 330,000 tested, 0.33% active. AID 435022; in the data active = inhibition above about 35%
Gli-Sufu block: blocks Gli-Sufu signaling in a luciferase reporter; Sufu-KO-LIGHT fibroblasts, Gli luciferase reporter luminescence; inhibition, % at 5 µM; 340,000 tested, 0.74% active;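 active = inhibition above about 55%, limit read from the data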;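 also: 0% = DMSO-treated cells and 100% = wells with medium but no cells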
UBC13 polyUb: inhibitors of human UBC13 polyubiquitin chain formation; P61088; TR-FRET; inhibition, % at 20 µM; 330,000 tested, 0.47% active; in the data active = inhibition above about 45%, passing the limit was not always enough
Target sequence (P61088 whole entry, looked up): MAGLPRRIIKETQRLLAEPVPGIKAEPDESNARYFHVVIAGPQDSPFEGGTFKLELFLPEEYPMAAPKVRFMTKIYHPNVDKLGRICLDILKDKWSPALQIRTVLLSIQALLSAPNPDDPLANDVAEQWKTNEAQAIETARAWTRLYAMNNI
Starred values were filed as active, the others as inactive; nt = not tested or not shown; & = joins results of further samples. Rule as the data show it, unless noted: active = inhibition above about 50%; inactive = the rest. These rows are one share of the data; rates above refer to the full screens.

SMILES	CCR6 antag	Jurkat NFkB inh	SENP8 inh	EBI2 block	Apaf-1 inh	697 NFkB inh	Gli-Sufu block	UBC13 polyUb
CCc1c(O)nc(SCC(=O)Nc2ccccc2)n(C(C)CC)c1=O (stereo unspecified)	15.3	-9.5	7.8	-0.6	-1.2	-9.0	-5.7	-1.2
COc1ccc(S(=O)(=O)NCc2ccc(C(=O)NCc3cccnc3)cc2)cc1	nt	9.4	8.3	nt	-11.7	4.0	nt	-5.3
COc1ccc(OCc2nnc(SC(C)C(=O)Nc3nccs3)n2-c2ccccc2)cc1 (stereo unspecified)	11.8	-30.8	4.2	5.7	14.1	-26.4	4.9	-6.3
CCOC(=O)C1=C(C)NC(=O)NC1c1ccccc1OCc1c(F)cccc1Cl (stereo unspecified)	15.3	-6.7	-2.1	-1.1	8.9	-18.2	-0.5	-3.9
COc1cc(NC(=O)c2ccc(N3CC4CC(C3)c3cccc(=O)n3C4)c(NC(=O)c3ccncc3)c2)cc(OC)c1OC (stereo unspecified)	8.3	-1.5	-3.8	-1.7	-5.2	7.0	-5.8	4.7
Cc1nc2sc(-c3ccccc3)cc2c(=O)[nH]1	3.8	-73.1	76.4*	0.7	-12.1	-125.8	-28.3	10.7
Cc1ccc(C(=O)C2=C(O)C(=O)N(CCCn3ccnc3)C2c2ccc(OC(C)C)cc2)o1 (stereo unspecified)	9.8	1.9	3.8	-4.4	18.2	2.4	-0.7	-37.2
CN(C(=O)c1ccco1)c1ccccc1C(=O)O	7.3	5.0	-2.7	-14.8	-6.3	15.1	3.8	6.3
O=C(Nc1ccc(Cl)cc1)N1CCOC12CCCCC2	2.6	-11.6	3.9	0.6	-21.2	4.7	-17.1	9.1
COc1ccc2cc(C(=O)N/N=C/c3cc(OC)c(OC)c(OC)c3)[nH]c2c1	2.5	10.5	1.1	8.0	13.1	17.5	-6.3	4.4
O=C(NC(=S)NNS(=O)(=O)c1ccc(Cl)cc1)c1cccnc1	-8.5	7.9	5.3	8.5	-8.0	0.4	2.2	-38.6
Cc1ccc(CCNS(=O)(=O)c2cc3c(cc2Cl)NC(=O)CO3)cc1	-20.4	14.2	0.8	-3.2	13.0	5.1	-3.8	4.1
Cc1cccc2[nH]c(-c3ccc(NC(=O)c4ccco4)cc3)nc12	-10.4	-88.2	77.3*	5.4	-0.7	-61.9	-24.6	0.3
O=C1NC(=O)c2cc(Oc3ccc([N+](=O)[O-])cc3)ccc21	-7.3	-12.6	4.8	-2.0	-12.9	7.4	-3.5	-1.9
Cc1ccc(S(=O)(=O)N2CCOCC2)cc1NC(=O)COC(=O)c1ccc(OCc2c(C)noc2C)cc1	16.1	2.2	-10.5	0.0	16.1	9.9	-2.9	-6.6
COC(=O)c1ccc(C)c(NS(=O)(=O)c2ccc(NC(C)=O)cc2)c1	-3.0	9.0	-6.1	-10.4	-0.3	5.5	5.7	4.7
COc1ccc(-c2nnc(NC(=O)c3cc(C)on3)s2)cc1	-8.2	-11.6	-1.6	-4.7	12.4	-19.9	-44.3	-17.6
O=C1/C(=C/c2ccc(F)cc2)SC(=S)N1N1CCOCC1	8.0	3.7	7.6	10.3	-4.7	2.2	-3.5	-7.3
COc1ccc(Cl)cc1NC(=O)CN(C)CC(=O)Nc1cc(OC)c(OC)c(OC)c1	18.4	44.7	-6.2	1.4	2.7	-34.4	-15.0	9.0
CCNc1nc(SCC(=O)OC)nc(N2CCOCC2)n1	3.1	-5.2	-0.3	-8.9	7.9	-37.6	4.4	-0.3
COc1ccc(CC(=O)N/N=C/c2cccs2)cc1OC	5.7	14.0	4.9	0.9	-3.2	1.0	3.2	4.2
N#C/C(=C/c1cccn1-c1cccc(C(=O)O)c1)c1ccc(Cl)cc1	13.3	2.4	-2.4	-3.4	8.6	5.4	-7.5	-14.2
CN1CCC2(CC1)C1CN(C)CC=C1C(C#N)=C(N)C2(C#N)C#N (stereo unspecified)	4.2&7.3	13.2&-7.9	4.8&-5.8	5.5&-10.1	-12.5&3.8	7.4&-21.8	4.1&3.9	-16.5&-50.3
CCOc1ccc(C(C)=O)cc1CN1C(=O)NC2(CCCCCC2)C1=O	11.2	3.6	-11.2	-0.9	9.0	-7.5	-32.9	-5.0

Looked up one by one from the list above, 4 records:
SMILES	CCR6 antag	Jurkat NFkB inh	SENP8 inh	EBI2 block	Apaf-1 inh	697 NFkB inh	Gli-Sufu block	UBC13 polyUb
CCNc1nc(SCC(=O)OC)nc(N2CCOCC2)n1	3.1	-5.2	-0.3	-8.9	7.9	-37.6	4.4	-0.3
O=C1NC(=O)c2cc(Oc3ccc([N+](=O)[O-])cc3)ccc21	-7.3	-12.6	4.8	-2.0	-12.9	7.4	-3.5	-1.9
CN1CCC2(CC1)C1CN(C)CC=C1C(C#N)=C(N)C2(C#N)C#N (stereo unspecified)	4.2&7.3	13.2&-7.9	4.8&-5.8	5.5&-10.1	-12.5&3.8	7.4&-21.8	4.1&3.9	-16.5&-50.3
COc1ccc(CC(=O)N/N=C/c2cccs2)cc1OC	5.7	14.0	4.9	0.9	-3.2	1.0	3.2	4.2

Quoted from the listing (two entries):
SMILES	CCR6 antag	Jurkat NFkB inh	SENP8 inh	EBI2 block	Apaf-1 inh	697 NFkB inh	Gli-Sufu block	UBC13 polyUb
CN1CCC2(CC1)C1CN(C)CC=C1C(C#N)=C(N)C2(C#N)C#N (stereo unspecified)	4.2&7.3	13.2&-7.9	4.8&-5.8	5.5&-10.1	-12.5&3.8	7.4&-21.8	4.1&3.9	-16.5&-50.3
CCOc1ccc(C(C)=O)cc1CN1C(=O)NC2(CCCCCC2)C1=O	11.2	3.6	-11.2	-0.9	9.0	-7.5	-32.9	-5.0

Additional entries.
SMILES	CCR6 antag	Jurkat NFkB inh	SENP8 inh	EBI2 block	Apaf-1 inh	697 NFkB inh	Gli-Sufu block	UBC13 polyUb
CC(C(=O)Nc1ccccc1-c1ccccc1)N1CCN(Cc2ccccc2)CC1 (stereo unspecified)	4.5	5.2	-4.0	6.6	18.7	-12.0	40.0	3.3
Nc1ccc(/C=C/c2ccc3ncccc3c2)cc1	-2.9	-63.4	52.5*	6.8	4.3	-84.1	-105.6	-7.6
C[C@@H]1[C@H]2CCCC[C@H]2CN(C(=O)OC(C)(C)C)[C@@H]1CC(=O)c1ccccc1	18.9	nt	nt	5.5	20.8	-5.1	0.7	nt
C/C(=N\NC(N)=S)C1=CCC2C3CC[C@H]4CC(O)CC[C@]4(C)C3CC[C@]12C (stereo partly specified)	13.2	13.7	3.9	4.1	18.1	-9.4	26.3	-0.2
COc1ccccc1CCNC(=O)C(=O)NCC1OCCN1S(=O)(=O)c1ccc(Cl)cc1 (stereo unspecified)	7.2	-1.7	-0.2	1.9	10.3	-17.6	7.2	8.6
C/C(=N\Nc1ccc(C(=O)O)cc1)c1ccc(Br)cc1	13.5	-56.3	0.5	2.1	-9.8	-345.3	-14.9	19.0
CN(/C=C/C(=C/C=[N+](C)c1ccccc1)OCCCS(=O)(=O)[O-])c1ccccc1	20.2	-2.3	-2.2	3.4	-0.5	-3.3	-7.3	-39.9
Cc1c(Br)c([N+](=O)[O-])nn1CC(=O)NCc1ccccn1	-7.9	-4.5	-7.0	-4.3	-13.9	-9.8	0.7	-3.5
CC(Sc1nnc(-c2ccco2)n1C)C(=O)N1C(C)CCCC1C (stereo unspecified)	-2.8	-2.1	-3.4	-2.0	5.2	15.3	-9.3	-3.8
C#CCOCCOCCOCCNc1nc(N2CCN(C(=O)[C@H](CCC(=O)O)n3cc(CN)nn3)CC2)nc(N2CCN(C(=O)[C@H](CCCN=C(N)N)n3cc(C(N)[C@@H](C)CC)nn3)CC2)n1 (stereo partly specified)	-0.4	3.7	6.2	-5.5	-4.6	4.6	-9.6	17.1
CC(C)Oc1ccc(C(=O)NCC(=O)OCC(=O)N(C)Cc2cccs2)cc1	-5.8	8.5	-2.0	-5.7	-0.5	14.2	-6.7	-9.6
Cc1ccc(C(=O)N/C(=C/c2ccc(Cl)cc2)C(=O)N2CCOCC2)cc1	18.1	-11.8	-6.5	-3.6	8.4	1.9	-10.2	-5.8
COc1cccc(Nc2nc(N)nc(-c3oc4ccccc4c3C)n2)c1	4.9	33.2	-18.1	12.2	9.5	-109.7	-66.5	37.0
O=C(CN1C(=O)NC(c2ccccc2)(c2ccccc2)C1=O)N1CCOCC1	5.4	-7.1	7.6	-8.1	-10.6	17.3	3.6	5.4
O=C(c1cc(-c2ccc(O)cc2)on1)N1CCCc2ccccc21	12.5	-38.4	-11.4	10.9	6.7	-32.1	29.9	7.5
Cc1ccc(S(=O)(=O)NNC(=O)c2cccs2)c(C)c1	3.5	-2.8	-2.3	0.2	-6.5	3.5	-12.2	-5.4
Cc1ccc(Sc2c([N+](=O)[O-])c(=O)n(C)c3ccccc23)cc1	46.0	-0.5	-3.1	-25.4	11.5	2.9	-7.8	-7.2
O=C(CSc1nnc(-c2ccccc2)n1-c1ccccc1)N1c2ccccc2Sc2ccccc21	5.5	2.0	1.9	15.3	-5.6	9.9	8.6	5.8
COc1cccc(OC)c1C(=O)Nc1nc(COc2ccccc2)cs1	-0.8	6.8	-6.9	5.6	9.1	-27.9	-10.6	7.6
Cn1c(=O)c2cc(S(=O)(=O)N3CCN(c4cccc(C(F)(F)F)c4)CC3)ccc2n(C)c1=O	-6.3	2.3	3.9	11.5	5.7	-1.2	8.1	23.9
Cc1cccc(C(=O)N[C@H](C(=O)OCC(=O)NC2CCS(=O)(=O)C2)C(C)C)c1 (stereo partly specified)	6.3	-0.1	-2.5	-5.0	-7.6	12.2	2.2	1.2
O=[N+]([O-])c1cccc2ccc(/C=C/c3ccc(C(F)(F)F)cc3)nc12	-0.2	-6.1	1.2	29.2	6.9	-5.2	17.6	4.0
CCOC(=O)C1CCN(C(=O)CN2C(=O)NC(C)(c3ccc4cc(OC)ccc4c3)C2=O)CC1 (stereo unspecified)	1.9	3.6	1.6	3.8	-0.8	12.0	-1.5	1.5
Cc1cc(C)n2nc(C(=O)OCCOc3cccc(Br)c3)nc2n1	7.6	6.7	4.2	-8.2	7.8	3.1	-8.4	-3.3
CN(/N=C/c1cc(Cl)cc(Cl)c1O)C(=S)NC(C)(C)C	-21.1	9.3	-1.9	0.6	-10.9	-2.6	17.4	-3.5
COc1ccc(C(=O)CSc2nnc(CN3CCCCC3)n2-c2ccc(F)cc2)cc1OC	5.2	-14.8	-8.1	7.9	9.5	-16.9	7.7	-12.4
CCOC(=O)c1cccc(NC(=O)C2CCN(c3ncnc4c3nc3n4CCCCC3)CC2)c1	11.9	12.1	-7.6	15.1	14.5	-48.0	1.3	10.7
CC[N+]1(C)CCC(=C2c3ccccc3CC(=O)c3sccc32)CC1 (stereo unspecified)	3.6	3.0	-2.0	-11.9	-10.6	3.6	6.0	-0.2
COc1cc(SC#N)ccc1N=Cc1c(C)[nH]n(-c2ccc(Cl)cc2)c1=O	-15.9	-13.1	-14.1	21.5	24.8	12.9	14.0	-28.4
O=S(=O)(Nc1ccc(N2CCOCC2)cc1)c1ccc2ccccc2c1	4.1	-75.8	-9.0	-4.8	1.2	-191.3	13.6	-16.4
CCN1CCN(S(=O)(=O)c2ccc(Cl)c(C(=O)N(CC)Cc3ccccc3)c2)CC1	9.3	18.2	-9.5	3.6	3.6	-0.2	3.6	-2.5
O=C(Nc1ccc(-c2ccc3nncn3n2)cc1)c1ccc(Br)o1	-8.7	6.2	4.5	8.2	-10.5	24.7	13.1	4.5
CSCC[C@H](NC(=O)c1cccs1)C(=O)N1CCC2(CC1)NCCc1[nH]cnc12	1.2	12.9	-5.4	-5.0	-3.0	-8.2	-4.8	-2.6
Cc1cc(C)c(OCC(=O)Nc2nnc(-c3ccco3)o2)c(C)c1	-11.9	2.2	0.9	-3.8	4.2	12.3	-3.9	-14.7
Cc1ccc2c(c1)N(CC(=O)N1CCCc3ccccc31)C(=O)CO2	1.6	3.0	-1.1	-7.9	-4.7	2.4	-11.5	13.6
COc1c(OC(C)=O)ccc(/C=C/c2ccc3cccc(OC)c3n2)c1[N+](=O)[O-]	28.4	-31.0	17.4	24.5	6.2	-47.6	-7.9	-14.3
COc1ccc(/C=N/NC(=O)NC23CC4CC(CC(C4)C2)C3)c(OC)c1	14.2	-16.0	-11.3	33.4	32.2	-8.3	-14.0	-0.7
c1ccc(C2C3=C(CCCC3)Nc3ncnn32)cc1 (stereo unspecified)	3.9	-1.0	2.7	1.7	-13.7	18.7	-2.9	1.0
